# Screening data from PubChem BioAssay.
# Lmaj promast: reduces viability of Leishmania major promastigotes; 200,000 tested, 9% active; resazurin fluorescence viability; inhibition, % at 10 µM; in the data active means inhibition above about 50%;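 further: promastigotes grown with compound for 44 hours at 28 °C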
# PMI act: activators of human phosphomannose isomerase; 190,000 tested, 0.005% active; activation factor at 20 µM; AID 1214; purified human PMI, coupled resazurin fluorescence, 20 min; stronger effect = higher value; 1 = vehicle control, 0 substrate-free wells;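 active means activation factor of 2 or more at 20 µM, relative to plate controls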
# Target sequence (P34949 whole entry, looked up): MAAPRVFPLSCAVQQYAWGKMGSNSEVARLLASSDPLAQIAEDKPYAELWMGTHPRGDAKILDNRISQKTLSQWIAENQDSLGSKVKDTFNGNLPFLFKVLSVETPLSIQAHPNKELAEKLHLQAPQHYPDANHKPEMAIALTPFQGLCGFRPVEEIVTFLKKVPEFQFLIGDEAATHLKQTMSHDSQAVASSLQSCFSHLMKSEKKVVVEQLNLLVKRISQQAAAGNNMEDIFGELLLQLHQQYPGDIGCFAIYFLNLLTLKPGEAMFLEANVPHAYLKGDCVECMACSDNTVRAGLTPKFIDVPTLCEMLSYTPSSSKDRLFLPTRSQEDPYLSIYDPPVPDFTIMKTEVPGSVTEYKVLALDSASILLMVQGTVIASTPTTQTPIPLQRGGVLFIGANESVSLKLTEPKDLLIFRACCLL
# TNAP inh hi DEA: blocks human TNAP under high phosphate acceptor concentration | P05186 | purified TNAP, CDP-star luminescence, 1 M DEA | inhibition, % at 20 µM | 200,000 tested, 0.03% active | AID 1135;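 active means over 50% inhibition of tissue-nonspecific alkaline phosphatase at 20 µM in the single-dose screen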;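 further: plate controls were DMSO wells for no effect and EDTA-quenched wells as full inhibition for full effect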
# Target sequence (P05186 whole entry, looked up): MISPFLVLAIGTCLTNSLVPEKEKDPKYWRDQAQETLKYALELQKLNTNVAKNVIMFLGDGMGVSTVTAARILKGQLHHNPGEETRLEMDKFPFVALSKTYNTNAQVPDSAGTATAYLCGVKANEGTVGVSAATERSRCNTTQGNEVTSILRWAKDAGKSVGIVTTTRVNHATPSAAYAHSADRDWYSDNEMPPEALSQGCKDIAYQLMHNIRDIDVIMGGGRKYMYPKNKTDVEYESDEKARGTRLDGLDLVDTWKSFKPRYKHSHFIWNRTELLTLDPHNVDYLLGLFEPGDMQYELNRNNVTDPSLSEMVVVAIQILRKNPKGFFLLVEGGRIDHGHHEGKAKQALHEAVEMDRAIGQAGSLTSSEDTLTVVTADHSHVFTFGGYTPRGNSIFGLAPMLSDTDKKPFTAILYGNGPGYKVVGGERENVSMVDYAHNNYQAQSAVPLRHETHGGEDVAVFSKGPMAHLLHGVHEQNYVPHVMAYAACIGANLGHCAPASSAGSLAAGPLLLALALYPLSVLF
# Diaph act CS: activates diaphorase or chemically reduces, flagging diaphorase assay artifacts | activation factor at 20 µM | 190,000 tested, 0.005% active | Diaphorase/resazurin coupled assay, resorufin fluorescence, 16 min; stronger effect = higher value; 1 = vehicle wells, 0 = NADH-free wells;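 active means diaphorase activity raised at least twofold by the compound at 20 µM; inactive means activation factor below 2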
#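 Material: purified diaphorase enzyme from Clostridium kluyveri; Also added: 0.114 mM NADH and 0.1 mM resazurin, final amounts; Doses: single compound dose of 20 µM, 1% DMSO final; Times: 16 min enzyme reaction, ambient temperature; Detection: resorufin fluorescence, excitation 544 nm, emission 590 nm; Measure: increased resorufin signal from activators or reducing compounds.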
# bIAP act: intestinal alkaline phosphatase (bovine) activation | purified bovine IAP, CDP-star luminescence, 30 min; stronger effect = higher value; fold of DMSO-control signal, blank-subtracted | activation factor at 20 µM | 200,000 tested, 0.17% active | AID 1016;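 active means activation factor of 2 or more at 20 µM, a signal rise over negative controls twice the positive control's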
# Diaph inh CS: counter-screen for diaphorase-based assays: diaphorase inhibitors and chemical oxidizers; diaphorase resazurin-to-resorufin fluorescence, NADH, 16 min; bacterial (C. kluyveri) enzyme, not human; inhibition, % at 20 µM; 190,000 tested, 0.69% active; AID 1217;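 active means primary screen inhibition at 20 µM above a set limit, cut at about 50% in these data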;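 further: plate controls were DMSO with full reaction for no effect and wells lacking NADH for full effect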
#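 System: Diaphorase enzyme from Clostridium kluyveri | Amount: Enzyme working solution with 0.14 U/mL diaphorase | Benchmarks: No-NADH positive control and DMSO neutral control | Signal: Fluorescence of resorufin formed from resazurin, Ex 544/Em 590 nm | Schedule: 16-min room-temperature incubation before reading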
# bIAP inhibitor: intestinal alkaline phosphatase (bovine) inhibition; purified bovine IAP, CDP-star luminescence, 30 min; inhibition, % at 20 µM; 190,000 tested, under 10 active;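 active means over 50% inhibition of intestinal alkaline phosphatase at 20 µM in the single-dose screen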
#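 test system = bovine IAP enzyme | medium = DEA buffer 100 mM, pH 9.8, with MgCl2 1.0 mM, ZnCl2 0.02 mM | detection = luminescence | dosing = single compound dose of 20 µM, 2% DMSO final | incubation = 30 min reaction at room temperature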
# TNAP act hi DEA: increases human TNAP activity under high phosphate acceptor concentration; 200,000 tested, under 10 active; purified TNAP, CDP-star luminescence, 1 M DEA, 30 min; stronger effect = higher value; 0 = EDTA background, 1 = DMSO-only activity; P05186; activation factor at 20 µM;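 active means activation factor at least 2 at 20 µM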
#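 system = human TNAP | amount = enzyme diluted 1/800 final | reagent = 100 µM CDP-star substrate | signal = luminescent substrate turnover signal | dosing = one dose, 20 µM | benchmarks = EDTA negative control, DMSO positive control | measure = activation factor | timing = 30 min reaction, room temperature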
# TNAP inh no acc: TNAP (human) inhibition, acceptor-free conditions; inhibition, % at 20 µM; P05186; purified TNAP, CDP-star luminescence, 30 min; 200,000 tested, 0.26% active;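 active means tissue-nonspecific alkaline phosphatase inhibition above about 50% at 20 µM in the single-dose screen, limit read from the data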;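 further: 0% = DMSO negative control and 100% = EDTA positive control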
# PMI act hi M6P: increases human PMI activity with near-saturating mannose 6-phosphate; P34949; coupled PMI enzyme assay, resazurin fluorescence, 20 min; stronger effect = higher value; 1 = untreated enzyme, 0 = substrate-free blank; activation factor at 20 µM; 190,000 tested, 0.34% active; AID 1216;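 active means activation factor of 2 or more at 20 µM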
#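 Material: human phosphomannose isomerase with PGI, G6PDH, diaphorase coupling enzymes. Quantity: 15 ng/mL PMI. Medium: HEPES pH 7.4 buffer with MgCl2 and Tween-20. Reagent: Near-saturating mannose-6-phosphate, 1.0 mM. Compound: 20 µM single dose. Times: enzyme reaction with compound 20 min at room temperature. Detection: resorufin fluorescence at Ex 544/Em 590 nm.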
# Starred values were filed as active, the others as inactive.
# Start of the listing, in advance (two entries):
SMILES,Lmaj promast,PMI act,TNAP inh hi DEA,Diaph act CS,bIAP act,Diaph inh CS,bIAP inhibitor,TNAP act hi DEA,TNAP inh no acc,PMI act hi M6P
Cc1ccc(C(=O)NNC(=O)CCC(=O)Nc2cc(C)on2)cc1,-7,1,-3,0.9,1.1,6,-5,1,-15,1.1
CCOC(=O)CC1C(=O)NCCN1C(=O)c1ccc(F)cc1F (stereo unspecified),0,1.1,-4,1,1,-4,3,1,-13,1.1

# All compounds of this part (from the top)
SMILES,Lmaj promast,PMI act,TNAP inh hi DEA,Diaph act CS,bIAP act,Diaph inh CS,bIAP inhibitor,TNAP act hi DEA,TNAP inh no acc,PMI act hi M6P
Cc1ccc(C(=O)NNC(=O)CCC(=O)Nc2cc(C)on2)cc1,-7,1,-3,0.9,1.1,6,-5,1,-15,1.1
CCOC(=O)CC1C(=O)NCCN1C(=O)c1ccc(F)cc1F (stereo unspecified),0,1.1,-4,1,1,-4,3,1,-13,1.1
C=CCn1c(O)c(N=NC(=S)Nc2ccccc2F)c2ccccc21,96*,1,17,0.8,1,17,2,0.8,4,1.1
O=C(CS(=O)(=O)Cc1ccccc1)Nc1ncccn1,-6,0.9,1,0.9,1,12,4,1,-4,0.9
Cc1ccc(C(=O)N/C(=C\c2cccs2)C(=O)NCc2cccnc2)cc1,-6,0.9,-8,1,1,5,-2,1.1,14,0.7
COc1cccc(/C=C/c2nc3c(cnn3-c3ccccc3)c(=O)[nH]2)c1,-2,1,-2,0.9,1,6,0,1,-85,1
Cc1cc(NC(=O)CSc2nc(-c3ccc(F)cc3)cs2)no1,-4,1,-5,1,0.8,2,20,1.1,-13,1
O=C(NCC1CCCO1)c1ccc(COCC(F)(F)C(F)F)cc1 (stereo unspecified),-4,0.8,-7,0.8,0.9,16,14,1.1,-16,0.8
Cn1c(=O)oc2cc(S(=O)(=O)N3CCN(c4ccc(F)cc4)CC3)ccc21,60*,1,-4,0.9,0.9,10,11,1,-10,0.9
Cc1c(Cl)cnc(NC(=O)CSc2nnc3ccccn23)c1Cl,-6,0.8,0,0.8,0.9,24,9,1,-4,0.9
CCC(=O)N1CCN(c2ccccc2NC(=O)COc2cc(C)ccc2C(C)C)CC1,43,0.8,0,0.8,0.9,19,7,1,-5,0.9
COc1ccccc1N1CCN(C(=O)COc2cc(C)cc(C)c2)CC1,8,1,0,1,1.2,2,-19,1,-8,0.9

# Individual results from the list.
# `Cc1cc(NC(=O)CSc2nc(-c3ccc(F)cc3)cs2)no1` in Diaph inh CS shows 2
# `COc1cccc(/C=C/c2nc3c(cnn3-c3ccccc3)c(=O)[nH]2)c1` in Lmaj promast shows -2
# `CCOC(=O)CC1C(=O)NCCN1C(=O)c1ccc(F)cc1F` (stereo unspecified) in TNAP inh no acc shows -13
# `O=C(NCC1CCCO1)c1ccc(COCC(F)(F)C(F)F)cc1` (stereo unspecified) in TNAP inh hi DEA shows -7
# `Cn1c(=O)oc2cc(S(=O)(=O)N3CCN(c4ccc(F)cc4)CC3)ccc21` in TNAP act hi DEA shows 1
# `Cc1ccc(C(=O)N/C(=C\c2cccs2)C(=O)NCc2cccnc2)cc1` in TNAP act hi DEA shows 1.1
# `CCC(=O)N1CCN(c2ccccc2NC(=O)COc2cc(C)ccc2C(C)C)CC1` in Diaph act CS shows 0.8

# 3 entries already listed, sorted by their value in PMI act, low to high:
compound	PMI act	TNAP inh hi DEA	Diaph act CS	bIAP act	bIAP inhibitor	TNAP act hi DEA	TNAP inh no acc	PMI act hi M6P
O=C(NCC1CCCO1)c1ccc(COCC(F)(F)C(F)F)cc1 (stereo unspecified)	0.8	-7	0.8	0.9	14	1.1	-16	0.8
O=C(CS(=O)(=O)Cc1ccccc1)Nc1ncccn1	0.9	1	0.9	1	4	1	-4	0.9
Cn1c(=O)oc2cc(S(=O)(=O)N3CCN(c4ccc(F)cc4)CC3)ccc21	1	-4	0.9	0.9	11	1	-10	0.9

# Next records follow:
SMILES,Lmaj promast,PMI act,TNAP inh hi DEA,Diaph act CS,bIAP act,Diaph inh CS,bIAP inhibitor,TNAP act hi DEA,TNAP inh no acc,PMI act hi M6P
CCCCC(=O)N(c1ccc(OC)cc1)C1C=CS(=O)(=O)C1 (stereo unspecified),-2,1,-5,1,1,-2,2,1.1,-6,1
Cc1c(N=C2NN=C(c3ccc(Cl)cc3)CS2)c(=O)n(-c2ccccc2)n1C,-5,0.8,1,0.8,1.1,24,-7,1,-14,1
COC(=O)C1=C(C)N(C2CCCCC2)C(=O)C1,-5,1,-1,0.9,1,13,-3,1,-5,1
COC(=O)c1cc(COC(=O)c2nc3nc(C)cc(C)n3n2)oc1C,12,1.1,1,0.8,0.9,21,5,1,0,1.1
CCOC(=O)c1cnn(-c2cc(Oc3ccccc3)ncn2)c1N,0,1.1,-1,0.9,1,6,4,1,-7,1
Cc1ccc(C(=O)COC(=O)C(C)N2C(=O)C3C4C=CC(C4)C3C2=O)cc1 (stereo unspecified),-6,1,0,0.9,1,11,-4,1,-20,1
CCCC1NC(=S)NC(C)=C1C(C)=O (stereo unspecified),-12,1.1,-1,1,0.9,3,12,1,-6,1.1
CC(C)(C)Nc1c(N)c(=O)oc2ccccc12,1,1,3,0.9,0.9,7,8,1,-5,0.9
CC(=O)Nc1ccc(C(=O)OCC(=O)NC(=O)NC(C)(C)C)cc1,-5,1,-2,0.9,0.9,6,10,1,-10,1.1
CC1=C(C#N)C(c2cccnc2)C2=C(CC(c3ccc(Cl)cc3)CC2=O)N1 (stereo unspecified),100*,1.1,0,1,1.1,0,-6,1,-22,1.1
C/C(Cn1cnc([N+](=O)[O-])n1)=N\NC(=O)c1ccccc1O,7,1,-7,1,0.9,-4,8,1.1,-6,0.9
COc1ccc(S(=O)(=O)Nc2ccccc2C(=O)NCc2ccco2)cc1Br,-1,0.9,-3,0.8,0.9,20,5,1,-19,1.1
Cc1cccc(NC(=O)CSc2nnc(-c3cnccn3)n2Cc2ccco2)c1,6,1,-3,0.9,1.1,11,-6,1,-11,1
CC(C)=CCN1CCN(Cc2nc(C(C)C)cs2)CC1CCO (stereo unspecified),16,0.9,-2,1,1,2,5,1,-2,0.9
CC1=Nc2ccccc2/C1=C\c1nc(-c2ccc(C(F)(F)F)cc2)oc1O,5,1,16,1,0.7,4,33,0.8,20,1
N#Cc1cc2c(nc1SCc1cccnc1)CCCCC2,11,0.8,2,0.9,0.8,11,18,1,0,0.9
CCOc1cc(C=O)ccc1OCCCN1C(=O)NC(C)(C)C1=O,3,1.1,-3,0.9,0.9,6,5,1,0,1
CSc1ccc(/C=N/NC(=O)c2ccccc2Cl)cc1,4,0.9,-1,0.4,1,58*,1,1,-9,1
CC1=C(C(=O)OC(C)C)C(C2CC=CCC2)NC(=O)N1 (stereo unspecified),-1,0.8,2,0.9,0.9,9,6,1,-5,0.9
CCCc1[nH]n(-c2nc3ccccc3s2)c(=O)c1C=NCC(C)C,36,0.9,-7,1,1.1,-1,-8,1.1,5,1
COc1ccc(-n2cc(-c3ccccc3)c3c(N4CCOCC4)ncnc32)cc1,23,0.8,-7,0.8,1.1,19,-13,1.1,-17,0.9
COc1cccc(NC(=O)CC2(CC(=O)O)CCCC2)c1,-6,0.9,-4,0.9,0.9,13,10,1,-14,1
COc1ccc(OC)c(NC(=O)CC(Cc2ccccc2OC)C(=O)O)c1 (stereo unspecified),-5,0.9,-5,0.9,0.9,12,6,1,-12,0.9
NC(=O)c1c(Nc2nc3c(F)cccc3s2)sc2c1CCCC2,0,1.1,8,0.7,0.8,29,17,0.9,-15,1.6
Cc1ccc(C(=O)NC(=S)NNC(=O)c2ccccc2[N+](=O)[O-])cc1,24,1,-2,0.6,0.9,38,8,1,-2,1.3
COc1cccc(OC)c1C(=O)NNC(=O)c1cccc(COc2ccc3c(c2)CCC3)c1,7,1,-7,0.9,1.4,10,-40,1.1,-22,1
COc1ccc(N2C(=O)CSC2c2cccc(OC)c2OC)cc1 (stereo unspecified),-5,0.8,3,0.9,1,13,-1,1,-13,0.9
CCOC(=O)c1sc2nc(C)[nH]c(=S)c2c1C,-3,1.2,-1,0.6,0.9,42,8,1,-8,1.1
CC(NC(=O)/C=C/c1ccco1)c1nc2ccccc2n1Cc1ccccc1F (stereo unspecified),9,1,-5,0.8,0.9,20,8,1,-5,0.9
Cc1ccc2nc(SCC(=O)c3ccc(Cl)s3)[nH]c2c1,16,0.8,-4,0.9,1,9,2,1,-11,1
COc1ccc(OCc2nnc3n2N=C(c2ccc(OC)cc2)CS3)cc1,4,1.1,-3,0.8,1,16,0,1,6,1
Cc1ccccc1OCCSc1nnc(C)n1-c1ccccc1,-1,0.9,-4,0.9,0.9,9,10,1,-22,1
O=C(CSc1nn(-c2ccccc2)c(=S)s1)NC1CCS(=O)(=O)C1 (stereo unspecified),-1,0.9,-2,0.8,1,17,-1,1,14,1
CCN(CC)S(=O)(=O)c1cccc(-c2nnc(SCCOc3ccccc3)o2)c1,4,0.9,-2,0.8,1,17,2,1,-2,0.9
COc1ccc(-c2csc3nc(-c4ccc(C)cc4)oc(=O)c23)cc1OC,-2,0.9,1,0.9,0.9,10,8,1,-11,1
Cc1cccc(C)c1NC1=NC(C)(C)N=C(N)N1,-8,1.1,-5,1,0.9,3,10,1.1,-11,1.1
